Screening results from PubChem.
Tat transport: blocks Tat-dependent protein export in E. coli; AID 488895; 340,000 tested, 0.036% active; E. coli MC4100 TorA-mCherry Tat export, fluorescence; inhibition, % at 10 µM;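 active means mean replicate inhibition at least 50% and at least half of replicates individually reaching 50%; inconclusive means only one of the two criteria met; inactive means neither criterion met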;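 further: exported cargo escapes ClpAP degradation while cytoplasmic cargo is degraded and loses fluorescence; 0% = median of neutral control wells and 100% = median of NaSCN control wells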
CAL PDZ FP-1: blocks peptide binding to the human CAL PDZ domain; Q9HD26; purified CAL PDZ, TMR-peptide fluorescence polarization, 1 h; inhibition, % at 24.9 µM; 300,000 tested, 0.92% active; AID 602252;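 active means mean inhibition of at least 30% with at least half of replicates also reaching 30%; inconclusive means no clear call, values can overlap the other calls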;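 further: 0% = DMSO neutral control and 100% = excess unlabeled competitor peptide PRC23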
Ecoli viability: bacterial growth inhibition, counter-screen for AddAB inhibitors | AID 449728 | E. coli V3065 growth, OD600 absorbance, 18 h | inhibition, % at 11.9 µM | 330,000 tested, 0.27% active;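 active means inhibition above the campaign's mean inhibition across all tested compounds plus 3 SD, cut at about 9.9% in these data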;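 further: uninfected addAB+ strain grown without phage in ampicillin broth; 0% = DMSO wells and 100% = ciprofloxacin 0.95 µg/ml wells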
Wnt bcat act: activates Wnt/beta-catenin signaling in a reporter cell assay; activation, % at 9.35 µM; 300,000 tested, 1.2% active; activator, plate reader; in the data active means activation above about 30%, passing the limit was not always enough; inconclusive means no clear call, values can overlap the other calls;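 further: 0% = neutral control wells and 100% = positive control wells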
SR-BI uptake up: enhances SR-BI lipid uptake from DiI-HDL; CHO ldlA[mSR-BI] cells, DiI-HDL uptake fluorescence, 3 h; 100 = double the neutral-control signal; activation, % at 12.5 µM; 320,000 tested, 0.096% active;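 active means mean replicate activation of at least 60% and every replicate at or above 60%; inconclusive means mean or all-replicate condition met, but not both; inactive means mean below 60% and not all replicates reaching 60%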;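 further: 0% = median plate neutral-control signal and 100% = twice that signal; values of inactives mirror those of a sister screen read the other way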
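Material: SR-BI-overexpressing, LDLR-lacking CHO cells | Dosing: Single compound concentration, delivered by pin transfer | Probe or stimulus: Labelled HDL, 10 µg/mL | Signal: Bottom-read cell fluorescence after medium removal, ex 550/em 595 nm | Schedule: 3 h, 37 °C | Evaluation: HDL uptake via cellular fluorescence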
CAL PDZ FP-2: inhibitors of human CAL PDZ peptide binding; Q9HD26; inhibition, % at 20 µM; 330,000 tested, 0.02% active; purified CAL PDZ, TMR-peptide fluorescence polarization, 1 h; AID 504414;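 active means highest replicate inhibition of at least 40%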;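 further: plate controls were DMSO neutral control wells for no effect and unlabeled competitor peptide control wells for full effect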
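material = purified tagged CAL PDZ domain construct (CerCALP) | buffer or medium = sodium phosphate/NaCl buffer pH 7.4 with TCEP, IgG, Thesit | reagent = TMR-labelled reporter peptide T*-PRC34 bound in PDZ groove | incubation = 1 h room-temperature incubation prior to read | measured by = fluorescence polarization (mP) | evaluation = percent inhibition from loss of millipolarization | control set = unlabelled peptide and DMSO controls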
SR-BI HDL uptake: blocks mouse SR-BI lipid uptake from DiI-HDL. ldlA[mSR-BI] CHO cells, DiI-HDL uptake fluorescence, 3 h. inhibition, % at 12.5 µM. 320,000 tested, 0.96% active. AID 488896;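 active means mean replicate inhibition of at least 70% and a set share of replicates each scoring 70 or more; inconclusive means meets just one of the two criteria; inactive means fails both criteria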;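 further: 0% = median of neutral control wells and 100% = median of positive control wells; values of inactives mirror those of a sister screen read the other way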
Target sequence (Q61009 whole entry, looked up): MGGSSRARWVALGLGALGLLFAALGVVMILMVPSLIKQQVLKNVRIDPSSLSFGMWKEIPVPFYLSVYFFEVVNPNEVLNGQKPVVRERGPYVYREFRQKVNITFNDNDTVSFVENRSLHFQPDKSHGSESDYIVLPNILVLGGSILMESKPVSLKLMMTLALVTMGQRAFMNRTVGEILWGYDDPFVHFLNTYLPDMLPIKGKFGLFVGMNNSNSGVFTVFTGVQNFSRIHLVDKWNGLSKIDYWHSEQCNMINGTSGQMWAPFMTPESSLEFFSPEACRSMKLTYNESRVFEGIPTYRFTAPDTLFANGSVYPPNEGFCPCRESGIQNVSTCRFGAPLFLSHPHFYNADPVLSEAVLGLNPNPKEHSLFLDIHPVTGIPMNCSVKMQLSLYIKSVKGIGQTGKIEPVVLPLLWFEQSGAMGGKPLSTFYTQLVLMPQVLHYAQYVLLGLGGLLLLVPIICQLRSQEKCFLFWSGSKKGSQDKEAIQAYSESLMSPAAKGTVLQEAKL
AddAB inh: less growth of phage-infected E. coli with AddAB; E. coli expressing H. pylori AddAB, absorbance growth; inhibition, % at 11.9 µM; 330,000 tested, 0.29% active; AID 435030; in the data active means inhibition above about 12%;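 further: 0% = vehicle wells of infected cells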
phage Ecoli inh: E. coli growth loss with phage present; growth absorbance; inhibition, % at 11.9 µM; 360,000 tested, 0.26% active; in the data active means inhibition above about 11%
MITF TRPM1 HTS: increases MITF-driven TRPM1 promoter luciferase signal; SK-MEL-5 TRPM1-promoter luciferase, 24 h; % of positive control, neutral wells = 0; activation, % at 12.5 µM; 300,000 tested, 0.75% active;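 active means mean activation of at least 80% with every replicate also reaching 80%; inconclusive means mean reaches 80% but some replicate falls short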;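 further: 0% = neutral control wells and 100% = parthenolide positive control wells; values of inactives mirror those of a sister screen read the other way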
The depositor's hits bear a star; u = inconclusive; x = not tested or not shown.

SMILES	Tat transport	CAL PDZ FP-1	Ecoli viability	Wnt bcat act	SR-BI uptake up	CAL PDZ FP-2	SR-BI HDL uptake	AddAB inh	phage Ecoli inh	MITF TRPM1 HTS
CCC(=O)c1ccc(OCC(O)CN2C(=O)NC(C)(C)C2=O)cc1 (centres undefined)	-10	1	-3.0	-1	x	0.4	x	4.2	1.7	-2
Cc1ccc(NC2CCCN(C(=O)CCC3(C)CC3)C2)cc1C (centres undefined)	5	-2	-0.2	-2	-13	-1.2	13	-0.1	1.2	-28
Cc1ccc(CC(=O)Nc2ccc(F)c([N+](=O)[O-])c2)cc1	6	-1	-0.2	-3	17	-0.2	-17	1.0	2.1	-3
CCOC1(OCC)N=C(N)C2(C#N)C(c3cccc(OC)c3OC)C12C#N (centres undefined)	-2	-3	1.7	-1	22	-1.2	-22	3.2	-0.5	-9
Cc1ccc(S(=O)(=O)Nc2cccc3c2O[C@H](CN(C)C(=O)Nc2cccc4ccccc24)[C@H](C)CN([C@H](C)CO)C3=O)cc1	-2	-2	-1.8	-2	-42	-0.2	42	-0.2	0.7	-16
COc1ccc(NC(=O)CN2CCOCC2)cc1	-6	-3	-0.3	7	31	-0.4	-31	3.0	0.7	-5
CN(C)CCCNC(=O)/C(=N\O)c1ccccc1	6	-1	-1.3	-4	4	-0.5	-4	-0.3	2.2	-11
CO/N=C/C(=N\Nc1ccccc1)C(=O)c1ccccc1	11	-1	0.6	7	-67	-0.1	67	2.0	4.6	-1
CC[C@]12c3[nH]c4cc(-c5ccco5)ccc4c3CCN1C(=O)[C@@H](CC(=O)NCCc1ccccn1)C[C@@H]2C(=O)N1CCN(C(=O)C2CC2)CC1	31	-4	2.0	2	7	0.1	-7	-0.1	2.6	7
COc1cc(NS(=O)(=O)c2ccc(OC)c(C)c2C)c(OC)cc1Cl	0	-3	1.9	x	x	-1.6	x	0.9	1.0	-25
Cc1cc(=O)oc2cc(OCCSCCN3CCOCC3)ccc12	2	x	-0.6	x	-3	-1.1	3	3.0	1.6	4
COc1ccccc1NC(=O)Nc1ccc(Cc2ccncc2)cc1	11	2	-0.8	-1	-4	-1.2	4	-1.2	3.8	34
Cc1cccnc1N(C(=O)Nc1ccccc1)C1=NCC(C)(C)S1	-3	-5	-0.4	0	1	-2.8	-1	-0.8	3.4	3
C[C@@]12C(=O)N(CCO)CC(=O)N1[C@H](/C=C/c1ccccc1)[C@@H]1C(=O)N(c3ccccc3)C(=O)[C@@H]12	-4	-3	-2.2	-2	10	1.1	-10	2.0	1.2	1
COc1cc(OC)c(N(C)S(=O)(=O)c2cccc(C(=O)OCC(=O)N3CCOCC3)c2)cc1Cl	-5	32*	-1.8	0	-5	6.9	5	-1.6	-0.3	22
CS(=O)(=O)N1CCN(C(=O)Cc2ccccc2Cl)CC1	-9	-1	0.6	0	-7	-0.6	7	3.3	4.3	-2
O=C(c1coc2ccccc2c1=O)N1CCN(c2cccc(C(F)(F)F)c2)CC1	4	-2	-0.3	0	8	-2.2	-8	2.8	0.7	6
COc1ccc(/C=N/N2C(=O)CN(C(=O)c3ccccc3)C2c2ccc(OC)cc2)cc1 (centres undefined)	x	x	1.6	-2	x	x	x	4.3	1.9	x
CCN(c1ccccc1)S(=O)(=O)c1ccc(Cl)nc1	1	-1	-2.3	1	21	-2.6	-21	-1.0	2.9	-8
Cn1cc(Br)c(C(=O)NC(=S)N2CCN(c3ccccn3)CC2)n1	-1	x	0.0	-1	53	-0.1	-53	4.6	3.7	2
COCc1nnc(NC(=O)c2c(-c3c(Cl)cccc3Cl)noc2C)s1	15	0	-0.1	1	15	-0.3	-15	3.5	1.8	3
Cc1cc(C)n(C(=O)CN2C(=O)c3ccccc3C2=O)n1	7	-1	2.1	-2	34	-1.8	-34	1.1	2.8	-2
CC(C)(C)OC(=O)N1CCN(C(=O)c2nc[nH]c2C(=O)N2CCN(C(=O)OC(C)(C)C)CC2)CC1	-8	0	-2.8	-1	16	0.0	-16	2.0	2.5	0
CCS(=O)(=O)c1nc(S(=O)(=O)c2ccc(C)cc2)c(NCCN2CCOCC2)s1	7	-7	0.6	-1	20	-0.2	-20	4.2	-4.6	0
Cc1ccc2c(c1)c1ncn(CCC3=CCCCC3)c(=O)c1n2C	7	-2	0.9	x	-18	-0.6	18	1.7	-4.2	x
Cc1cc(C)n2nc(C(=O)OCC(=O)NCc3ccc(F)cc3)nc2n1	2	x	2.8	-4	-1	-0.8	1	2.9	3.8	6
N=C(N)SCC1=CCS(=O)(=O)C1	0	x	2.7	-2	14	-1.2	-14	5.7	3.1	x
Cc1ccc(CS(=O)(=O)c2ccc(C(=O)N3CCN(c4ccccn4)CC3)cc2[N+](=O)[O-])cc1	-16	-5	0.7	-5	-14	-2.6	14	6.3	4.0	-14
FC(F)(F)c1nnc2ccc(NCn3nnc4ccccc43)nn12	20	-3	-0.7	-4	-4	-2.0	4	-0.3	4.2	1
CN(Cc1ccco1)C(=O)Cn1c(=O)oc2cc(S(=O)(=O)NCc3ccccc3)ccc21	5	-5	0.1	0	-18	0.1	18	1.2	1.4	-21
COc1cccc(-c2c(C(=O)N/N=C(\C)c3ccc(Cl)s3)nnn2-c2nonc2N)c1	-5	-6	2.6	-2	25	-1.1	-25	1.4	2.9	5
COc1cc(OC)c(C(=O)NCc2cccnc2)cc1OC	-8	-3	0.2	-1	31	-1.4	-31	-0.5	1.8	-3
CCOCCCn1c(=NC(C)=O)c(C#N)cc2c(=O)n3ccccc3nc21	-3	1	-3.5	0	11	-0.3	-11	-2.1	-2.9	x
CCn1c(COc2cccc(OC)c2)nnc1SCC(=O)NC1CCCC1	7	-5	x	-3	x	-2.3	x	x	4.3	6
O=C(NCCc1ccccc1)c1ccc(Cl)nc1	-1	-6	0.6	39*	15	x	-15	0.7	2.1	59
Cc1cccc(N2CCN(C(=O)C3CCN(c4nnc(-n5cccc5)s4)CC3)CC2C)c1 (centres undefined)	11	x	-1.7	-5	-21	0.0	21	2.2	0.5	-4
CC(=O)CCS(=O)(=O)c1ccc(C)c(C)c1	1	x	-3.9	x	-4	0.5	4	0.9	0.2	x
CC(=O)Nc1cc2c(cc1Br)-c1ccccc1C2	-6	-5	x	0	-18	1.0	18	x	2.9	9
CN(C(=S)NC(=O)c1ccc(F)cc1)C1CCCCC1	-1	0	-2.6	3	16	-0.2	-16	-2.3	-2.8	11
Cn1cc(Cl)c(C(=O)Nc2nc3ccc(Cl)cc3s2)n1	-1	-3	0.4	x	-25	-2.8	25	1.6	2.1	64
O=C(N/N=C/c1cccc(O)c1)C(=O)N1CCCCCC1	3	-3	0.6	-1	13	0.1	-13	3.4	-1.3	-6
COc1ccccc1C(C[N+](=O)[O-])c1c[nH]c2ccccc12 (centres undefined)	u	-2	0.1	0	-4	-0.6	4	1.1	2.0	x
CCc1nc(N2CCN(S(C)(=O)=O)CC2)c2c3c(sc2n1)CCCC3	4	1	-1.2	-1	-31	-1.4	31	-1.3	3.1	5
COc1ccc2cc(N3CCCC3=O)ccc2c1	2	85*	x	4	3	-0.6	-3	x	2.4	42
O=C(CCCN1C(=O)CCC1=O)Nc1ccc(Br)cc1F	-1	-3	1.9	-2	8	-0.8	-8	0.1	-0.5	12
CC(C)c1nnc(NC(=O)CCC(=O)N2CCN(c3ccccc3F)CC2)s1	-7	4	-1.2	2	9	0.5	-9	1.3	-0.5	7
OCCC1CN(Cc2nc3c(s2)CCCC3)CCN1CCc1ccccc1 (centres undefined)	0	6	1.6	-4	3	-2.4	-3	2.7	3.1	-8
COc1cc(C=O)ccc1OCCOCCOc1c(C)cc(Cl)cc1Cl	3	-1	-2.2	-2	-30	0.0	30	3.2	-0.4	17
CCN(CC)C(=O)OCc1c(-c2cccc(OC)c2)ncc2ccccc12	-1	-2	-3.0	0	-7	-1.6	7	-2.8	2.9	-2
CC(C)Cc1cc(C(=O)N2CCCC(C(=O)c3cc(F)ccc3F)C2)no1 (centres undefined)	6	-1	0.2	4	9	-1.3	-9	0.0	1.6	7

The results go on.
SMILES	Tat transport	CAL PDZ FP-1	Ecoli viability	Wnt bcat act	SR-BI uptake up	CAL PDZ FP-2	SR-BI HDL uptake	AddAB inh	phage Ecoli inh	MITF TRPM1 HTS
COc1ccc(/C(O)=C2/C(=O)C(=O)N(CCN3CCOCC3)C2c2ccc(C)cc2)cc1 (centres undefined)	3	-1	-1.4	-4	7	-0.6	-7	0.1	1.1	14
CC(OC(=O)CCCC(=O)Nc1ccc(F)cc1)C(=O)c1ccccc1 (centres undefined)	7	-2	0.9	-1	x	-2.0	x	0.2	2.5	-1
COc1ccc(C(=O)C(CCCCC(CN(C)C)C(=O)c2ccc(OC)cc2)CN(C)C)cc1 (centres undefined)	-6	-2	0.3	x	40	-0.6	-40	-2.4	-1.1	-49
CC(Sc1ncnc2ccccc12)C(=O)Nc1ccc2c(c1)OCO2 (centres undefined)	-5	-2	-1.4	2	-23	-2.6	23	0.8	0.0	x
Cc1cc(C)c2c(CN3CC(C)OC(C)C3)cc(=O)oc2c1C (centres undefined)	-6	-5	1.5	-4	-8	-1.6	8	1.1	-0.2	-10
CC(=O)c1ccc(N2CCN(S(=O)(=O)c3ccc4c(c3)NC(=O)CO4)CC2)cc1	-10	-1	0.7	-4	15	-0.7	-15	0.8	1.3	-1
S=C(NCCN1CCOCC1)Nc1ccc(Cl)cc1Cl	4	-2	1.3	x	42	-0.1	-42	-0.2	0.5	5
Cc1cc(C)c(NC(=O)C2CCCCN2C)c(C)c1 (centres undefined)	-10	-2	-0.2	4	9	-1.5	-9	2.5	1.4	-7
Cc1cccc(NS(=O)(=O)c2ccc3[nH]c(=O)[nH]c3c2)c1C	-3	-2	x	2	10	-0.6	-10	x	1.6	0
CC(C)(C)n1nnnc1SCC(=O)Nc1nn(-c2ccccc2)nc1C(N)=O	-5	-4	-2.8	11	-11	-1.8	11	1.9	1.1	2
CC(C)CN=c1cc(-c2ccccc2)oc2ccc(Cl)cc12	3	-4	-0.7	x	-10	-1.4	10	-1.5	0.2	53
CCOC(=O)CSc1nc2cc(C(F)(F)F)cnc2n1C	1	-5	-2.5	20	11	-0.3	-11	-2.3	2.2	x
CCOc1ccc(C(=O)Nc2ccc(-c3nc4ccccc4[nH]3)cc2)cc1[N+](=O)[O-]	-5	-2	-0.7	x	-52	-1.0	52	1.4	-0.7	14
O=C(Nc1ccccc1C(=O)NCc1ccccc1)C1=CSCCO1	1	0	-0.7	1	8	-2.0	-8	3.7	2.5	-5
